# M1 PAM: human M1 muscarinic receptor positive allosteric modulators, primary screen, CHO-K1 cells, Fluo-8 calcium fluorescence, 1536-well | Muscarinic acetylcholine receptor M1 (Homo sapiens), P11229 | CHO-K1 hM1, ACh EC20; 0% = ACh EC20, 100% = maximal ACh | activation, % at 3 µM | hit rate 0.088% among 360,000; in the data active = activation above about 19%, passing the limit was not always enough
# Target sequence (P11229 whole entry, looked up): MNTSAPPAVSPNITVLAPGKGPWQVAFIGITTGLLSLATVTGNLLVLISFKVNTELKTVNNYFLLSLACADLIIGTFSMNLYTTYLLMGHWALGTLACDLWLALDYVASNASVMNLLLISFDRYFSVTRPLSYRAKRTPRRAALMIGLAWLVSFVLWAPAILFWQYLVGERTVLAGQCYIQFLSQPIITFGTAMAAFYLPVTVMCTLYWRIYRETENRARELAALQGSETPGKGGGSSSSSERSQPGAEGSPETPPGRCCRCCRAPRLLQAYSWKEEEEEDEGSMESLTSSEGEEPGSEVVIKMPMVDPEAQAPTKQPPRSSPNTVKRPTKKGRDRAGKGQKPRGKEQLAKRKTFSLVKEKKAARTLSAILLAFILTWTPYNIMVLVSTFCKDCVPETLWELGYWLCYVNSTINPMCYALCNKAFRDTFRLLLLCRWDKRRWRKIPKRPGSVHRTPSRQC
# CHO parental Ca: ATP-evoked calcium signal inhibitors, parental CHO, primary screen, counter-screen for OX1R antagonist project, cell-based, fluorescence, Fluo-8 calcium dye; parental CHO-K1, ATP-induced calcium, Fluo-8 fluorescence; inhibition, % at 5.6 µM; hit rate 0.63% among 330,000;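 active = inhibition above that plate's mean sample inhibition plus 3 SD, cut at about 26% in these data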;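 also: 0% = ATP-challenged DMSO wells and 100% = DMSO wells without ATP; some compounds past the cut are filed as inactive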
#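 Material: Parental CHO cells | Reagent: ATP | Compound dosing: Single nominal dose of 5.6 µM per compound | Detection: Intracellular calcium via Fluo-8 no-wash fluorescent dye | Read-out: % inhibition of ATP-induced calcium mobilization | Benchmarks: Low control ATP plus DMSO, high control DMSO only | Replicates: Singlicate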
# TAAR1 antagonist: human TAAR1 antagonists, primary screen, Fluo-8 calcium fluorescence, CHO RD-HGA16 cells | antagonist | hit rate 1.5% among 360,000 | Trace amine-associated receptor 1 (Homo sapiens), Q96RJ0 | inhibition, % at 3 µM;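 active = inhibition above a per-plate cutoff, the mean inhibition of test compounds on that plate plus 3 SD, cut at about 49% in these data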;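 also: 0% = DMSO plus EC80 beta-PEA response and 100% = DMSO alone without agonist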
# Target sequence (Q96RJ0 whole entry, looked up): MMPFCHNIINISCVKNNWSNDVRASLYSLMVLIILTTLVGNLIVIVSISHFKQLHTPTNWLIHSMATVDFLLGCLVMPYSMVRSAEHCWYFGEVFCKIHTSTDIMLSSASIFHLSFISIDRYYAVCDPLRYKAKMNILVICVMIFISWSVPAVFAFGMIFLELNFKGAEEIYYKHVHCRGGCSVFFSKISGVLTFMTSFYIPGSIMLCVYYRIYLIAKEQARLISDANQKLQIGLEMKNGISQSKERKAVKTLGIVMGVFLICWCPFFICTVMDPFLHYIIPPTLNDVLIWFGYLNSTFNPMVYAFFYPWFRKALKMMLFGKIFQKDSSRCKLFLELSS
#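 Assay system: CHO-derived RD-HGA16 cells stably expressing human TAAR1 plus Gα16. Timing: 140 s kinetic read after compound, 140 s after agonist. Technique: kinetic Fluo-8 calcium fluorescence measurement. Measure: % inhibition of agonist calcium response.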
# CHO-K1 Ca PAM: nonselective calcium activators in parental CHO-K1 cells, primary screen, counter-screen for M1 PAM project, cell-based, Fluo-8 calcium fluorescence, full deck, 1536-well. ATP EC20; 0% at ATP EC20, 100% at ATP max. activation, % at 3 µM. hit rate 0.02% among 360,000;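 active = activation above the run cutoff, the mean activation of all test compounds plus 3 SD, cut at about 40% in these data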;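 also: peak over basal fluorescence ratio in a 140 s read after ATP addition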
# CHRM1 agonist: human M1 muscarinic receptor agonists, primary screen, Fluo-8 calcium fluorescence, CHO-K1 cells, HTS; Muscarinic acetylcholine receptor M1 (Homo sapiens), P11229; hit rate 0.33% among 360,000; AID 588814, 2011; CHO-K1 hM1, agonist mode; 0% DMSO, 100% acetylcholine EC100; activation, % at 3 µM;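 active = activation above the run's mean compound activation plus 3 SD, cut at about 16% in these data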;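 also: peak over basal fluorescence ratio within a 140 s kinetic read after compound addition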
# CHRM1 antagonist: human M1 muscarinic receptor antagonists, primary screen, CHO-K1 cells, Fluo-8 calcium fluorescence, 1536-well; Muscarinic acetylcholine receptor M1 (Homo sapiens), P11229; CHO-K1 hM1, ACh EC80 antagonist; inhibition, % at 3 µM; hit rate 1.3% among 360,000; AID 588852, 2011;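 active = percent inhibition above its own plate's cutoff, namely the mean of that plate's compound wells plus 3 SD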;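 also: peak over basal fluorescence ratio during 140 s after agonist addition; 0% = ACh EC80 plus DMSO and 100% = DMSO alone without agonist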
# TAAR1 ag: human TAAR1 agonists, primary screen, Fluo-8 calcium fluorescence, CHO RD-HGA16 cells. Trace amine-associated receptor 1 (Homo sapiens), Q96RJ0. vehicle wells 0%, saturating PEA agonist 100%. activation, % at 3 µM. hit rate 0.99% among 360,000;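 active = activation above the mean activation of all test compounds in the run plus 3 SD, cut at about 38% in these data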
#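 System: CHO-derived RD-HGA16 cells with stable Gα16 and human TAAR1. Times: 17-24 h plating, Fluo-8 75 min 37 °C, 30 min RT. Measured by: calcium-sensitive Fluo-8 signal, excitation 470-495, emission 515-575 nm. Read-out basis: % activation relative to PEA EC100 response. Control set: DMSO and PEA EC100. Repeats: no replicates (n 1).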
# CHO-K1 Ca ag: counter-screen for M1 agonists: effect in parental CHO-K1 cells; Fluo-8 calcium fluorescence; scaled to maximal ATP response, vehicle zero; activation, % at 3 µM; AID 602248, 2012; hit rate 0.48% among 360,000; in the data active = activation above about 15%;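 also: untransfected CHO-K1 host cells lacking M1 receptor as counterscreen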
# CHO-K1 Ca antag: M1 antagonist counterscreen hit in parental CHO-K1 cells | ATP-induced calcium, Fluo-8 fluorescence | inhibition, % at 3 µM | hit rate 0.6% among 360,000 | AID 602250;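 active = inhibition above a per-plate cutoff, the plate's mean sample inhibition plus 3 SD, cut at about 24% in these data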;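 also: 0% = DMSO plus EC80 ATP and 100% = DMSO alone without ATP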
# * hit, by the source's call; . = no result given.
# Screens in order: M1 PAM, CHO parental Ca, TAAR1 antagonist, CHO-K1 Ca PAM, CHRM1 agonist, CHRM1 antagonist, TAAR1 ag, CHO-K1 Ca ag, CHO-K1 Ca antag
CN(NC(=O)c1c(Cl)cccc1Cl)c1cccc(Cl)n1
    1, -7, -7, -18, -3, 7, 5, 0.5, 1
Cc1ccc(S(=O)(=O)c2cc3c(=O)n4cccc(C)c4nc3n(CC3CCCO3)c2=N)cc1C (stereo not given)
    3, -14, 10, 18, -9, -9, -2, 0.0, -8
Cc1ccc(C(NC(=O)C2CCN(CCOc3ccccc3)CC2)c2ccccn2)cc1 (stereo not given)
    -24, ., -15, 10, -9, 33*, 3, 0.9, -14
Cc1ccc(S(=O)(=O)c2c(C(=O)c3ccccc3)cnc3cc4c(cc23)OCCO4)cc1
    0, -21, -11, 8, -4, -5, 7, -0.1, -2
CCOC(=O)c1ccc(S(=O)(=O)N2CCN(CCc3ccncc3)CC2)cc1
    13, 0, 13, -11, 2, 5, 12, 1.1, -11
Cc1ccc(NC(=O)c2nn(C34CC5CC(CC(C5)C3)C4)cc2[N+](=O)[O-])cc1
    -23, -15, 22, -13, -13, 26, 1, -0.6, -22
O=C(CN1CCCc2ccccc21)N/N=C/c1ccc(F)cc1F
    -3, -19, -11, 1, -4, -21, 1, 0.4, -12
CN(Cc1ccncc1)C(=O)[C@@H]1CCCN1C(=O)[C@@H]1CCCN1
    ., ., -19, -4, ., ., 0, -0.1, -19
O=c1c(N2CCOCC2)nsnc1N1CCOCC1
    -2, -12, -7, -3, -2, 1, 7, -0.2, -10
COc1ccc(C(CNC(=O)C2CC2)N(C)C)cc1 (stereo not given)
    -3, -8, -9, -5, -5, -1, 1, 0.4, 0
O=C(NCc1ccc(F)cc1F)[C@@H]1CCCN1C(=O)[C@@H]1CCCN1
    ., ., -19, 12, ., ., 12, 0.1, -13
CCOc1ccc2nc(C)cc(C(=O)O)c2c1
    4, -7, -35, 18, -3, -4, -1, 0.4, -17
CCC(C(=O)NCc1ccc(C)o1)n1nc(C)c2c(C)n(-c3ccccc3)nc2c1=O (stereo not given)
    3, -13, -12, 16, -6, -8, 1, -0.1, -12
O=C(CS(=O)CC(=O)N(c1cccc(F)c1)C(C(=O)NC1CCCCC1)c1ccco1)Nc1ccc(F)cc1 (stereo not given)
    11, -18, -6, 20, -6, -12, 0, 0.3, -6
C=CCOc1ccc(CN(C)CC(O)COc2cccc3ccccc23)cc1 (stereo not given)
    6, 2, 9, -13, -3, 2, 19, 3.6, 10
CCOC(=O)CN1N=C(c2ccc(Cl)cc2)CCC1=O
    11, -1, -14, 14, -4, -8, 0, 4.5, -11
Cc1cc(C)cc(C(=O)NCC(=O)OCC(=O)Nc2cccnc2Cl)c1
    3, -49, -7, 16, -1, -1, 1, 0.0, -18
CN(c1ccccc1)S(=O)(=O)c1ccc(Cl)c(C(=O)NCC(c2ccco2)N2CCCC2)c1 (stereo not given)
    0, -21, 1, 9, -8, 0, 0, 0.6, -10
Oc1ccccc1/C=N/N1CCCCC1
    -5, 11, -7, 1, 31*, 5, 4, -0.3, -3
CC(C)(C)C(O)C(Cc1ccccc1Cl)n1cncn1 (stereo not given)
    11, -3, -18, -10, 4, -3, 0, 0.9, -13
CN1CCN(C(=O)/C(C#N)=C/c2ccc(OC(F)F)cc2)CC1
    8, ., -38, 7, 0, -19, 4, 6.7, -10
O=C(NCc1ccccc1)c1cccc(NS(=O)(=O)c2cccc3cccnc23)c1
    -2, -18, -3, 1, -5, 4, 4, 1.0, 2
O=C(Nc1ccccc1Cl)c1ccc2nccnc2c1
    19, -5, 5, -21, -2, -19, -1, 0.4, 3
CCOC(=O)c1c(N)n[nH]c1-c1ccc(OC)cc1
    8, -2, -6, 20, -4, -9, 11, 0.5, -21
O=C(c1nc2ccccn2c1CN1CCCC(OCc2ccccc2)C1)N1CCCC1 (stereo not given)
    5, -17, 1, 6, -13, -6, 13, 1.7, 0
COc1cc(NC(=O)CSc2nnc(NC(C)C)s2)cc(OC)c1OC
    8, -12, -5, 12, 1, -8, 5, 3.6, -16
Cc1nc(NC(=S)NC(=O)c2ccco2)sc1C(=O)N(C)C
    5, -3, -11, 6, 1, -5, 1, 0.1, -11
Cn1c2c(c(=O)n(C)c1=O)C(c1ccc(O)cc1)Nc1ccccc1O2 (stereo not given)
    11, -9, -17, 1, 0, -1, -1, 0.6, 7
CSCCC(NS(=O)(=O)c1ccc(Cl)cc1)C(=O)N1CCN(c2ccccc2)CC1 (stereo not given)
    -1, ., 1, 4, -5, 1, 1, -0.3, -13
CC(C)c1ccc(NC(=O)COc2ccc(C3SCCS3)cc2)cc1
    -5, -1, -8, 3, -6, 6, 2, 0.7, -1
Cc1nc(N2CCN(C(=O)c3ccco3)CC2)c2c3c(sc2n1)CC(C)CC3 (stereo not given)
    -4, -33, 17, -4, -4, 12, 2, 1.0, -1
O=C(O)c1cc(S(=O)(=O)Nc2ccc(OCc3ccccc3)cc2)ccc1Br
    1, -3, -17, -2, -8, 3, 5, 0.1, -10
NS(=O)(=O)c1ccc(N2N=C(c3ccccc3)CC2c2ccccc2Cl)cc1 (stereo not given)
    6, -22, -20, -15, 6, 12, 2, -0.2, 18
CCOc1ccc(NC(=O)CC(Cc2ccc(Cl)cc2)C(=O)O)cc1 (stereo not given)
    8, 1, 0, -7, -8, -6, -1, 0.0, 1
COCCc1ccc(OC2(C)CCN(Cc3ccc(OC)c4ccccc34)C2)cc1 (stereo not given)
    -6, ., -6, 6, -6, 10, 0, 0.3, -9
O=C1NC[C@@H](CCCCN2CCN(CCC3CCCCC3)C(=O)C2=O)N(CC2CCCCC2)C1=O
    ., ., -10, -11, ., ., 2, -0.5, -5
CCO[C@@H]1OC(C(=O)O)=C[C@H](c2csc3ccccc23)[C@H]1CCCO
    13, -6, 13, 11, -2, -18, 3, 0.2, -9
CCOC(=O)C1(C(=O)OCC)CC1c1ccccc1 (stereo not given)
    2, -1, -2, 0, -4, -3, 8, 0.7, -4
CSc1nc(N2CCOCC2)c2c(c1C#N)CCCCC2
    6, -14, -6, 17, -4, -2, 3, -0.1, -11
COc1cc(NC(=O)c2ccc([N+](=O)[O-])cc2)ccc1NC(=O)C(C)C
    -11, -5, -3, -3, -2, 8, 3, -0.2, 1
Cc1nc(NS(=O)(=O)c2cccc([N+](=O)[O-])c2)sc1C(C)(C)C
    11, -8, 24, 13, -6, -20, 0, 2.6, -4
CCOC(=O)N1CCN(C(=O)c2ccccc2N(C)S(C)(=O)=O)CC1
    8, -7, -4, 10, 0, -19, 3, 0.5, -15
CCc1ccc(NC(=O)c2cc(C)no2)cc1
    2, -5, -4, 0, -2, 1, 2, 0.1, -14
CC[C@]12c3[nH]c4cc(CCC(=O)N(C)C)ccc4c3CCN1C(=O)[C@@H](CC(=O)NCc1ccco1)C[C@@H]2C(=O)N1CCN(C(=O)C2CC2)CC1
    8, -8, -3, 19, -4, -13, 0, 0.3, -19
Clc1ccc(C[n+]2csc3ccccc32)cc1
    6, -8, 9, 8, -7, -4, 2, 0.5, 1
Nc1nc(SCC(=O)NCCCN2CCOCC2)nc2sc3c(c12)CCC3
    9, -11, -6, 14, -2, -8, -2, 0.2, -16
O=C(NCCO)/C(=C/c1cccc([N+](=O)[O-])c1)NC(=O)c1ccco1
    1, 1, 2, 11, -5, 1, 2, 0.4, 3
Cc1sc2nc(SCC(=O)NCc3cccs3)[nH]c(=O)c2c1C
    -3, -11, -8, 14, -6, 3, 10, 0.7, -4
NC(CSCc1cccc(Br)c1)C(=O)O (stereo not given)
    9, -5, 14, 7, -4, -5, 7, 0.0, -18
COC(=O)C1=CN(CCCN2CCCC2=O)C=C(C(=O)OC)C1c1cccs1
    13, -3, 6, 17, -2, -20, 1, 0.5, -1
O=c1[nH]cnc2c1nnn2Cc1ccccc1
    13, 1, -13, 16, -2, -11, 13, 1.6, -16
CCC(C)[C@H](NC(=O)N1CCn2c1nc1ccccc12)C(=O)NCc1ccc(OC)cc1 (stereo not given in full)
    0, -24, -5, 11, -3, -4, -1, 2.1, -19
O=C(Nc1ccc(NC(=O)c2ccccc2)c2ccccc12)c1ccccc1
    21, ., 6, 3, 0, -17, 10, 0.3, -6
Cc1ccc(C)c(N2CCN(C(=O)CCc3nc(-c4ccccc4Cl)no3)CC2)c1
    -14, -23, 59*, 0, -2, 17, 3, 3.1, 4
CC1CCCC(C)N1C(=O)COC(=O)COc1ccccc1C#N (stereo not given)
    10, -13, 4, 14, -3, -15, 1, 0.7, -16
CCOc1ccc2nc(SCC(=O)N3CCN(C(=O)c4ccco4)CC3)sc2c1
    5, -14, 18, -3, 6, -16, 6, 1.2, 10
O=C(c1ccco1)N1CCN(C(=S)Nc2ccc(Br)cc2Cl)CC1
    12, ., -11, -7, 4, -5, 6, 2.2, 11
COc1ccc(NC(=O)c2cccs2)cn1
    6, -13, -20, 15, -1, -16, 0, 1.1, -7
CC(=NC1CCCC1)c1c(C)[nH]n(-c2nc3ccccc3s2)c1=O
    0, -32, 5, 0, -4, 1, 6, 0.7, 1
Cn1c(=O)c2c(ncn2CC(=O)Nc2ccccc2Sc2ccccc2)n(C)c1=O
    0, -17, -2, 18, -6, -6, 4, 3.4, -11
Cc1c(/C=N\NC(=O)c2cccc(F)c2)cnn1C
    9, -1, 0, 22, -3, -7, 0, 2.0, -9
O=C(Nc1nc2c(s1)CN(Cc1ccccc1)CC2)c1c(F)cccc1F
    -3, 3, -6, 23, -7, 9, 6, -0.1, -10
CCOC(=O)c1cnc(-n2nc(C)cc2C)nc1Nc1ccc(N(C)C)cc1
    12, -28, 8, -5, -3, -12, -1, 0.2, 0

# Some of these compounds in order of SMILES length, smallest number first.
# Screens in order: M1 PAM, CHO parental Ca, TAAR1 antagonist, CHO-K1 Ca PAM, CHRM1 agonist, CHRM1 antagonist, TAAR1 ag, CHO-K1 Ca ag, CHO-K1 Ca antag
Cc1c(/C=N\NC(=O)c2cccc(F)c2)cnn1C
    9, -1, 0, 22, -3, -7, 0, 2.0, -9
CCOc1ccc2nc(SCC(=O)N3CCN(C(=O)c4ccco4)CC3)sc2c1
    5, -14, 18, -3, 6, -16, 6, 1.2, 10
CCC(C)[C@H](NC(=O)N1CCn2c1nc1ccccc12)C(=O)NCc1ccc(OC)cc1 (stereo not given in full)
    0, -24, -5, 11, -3, -4, -1, 2.1, -19

# From PubChem BioAssay
